Screening results as filed in PubChem.
NPY2 pot ag = potentiators or agonists of human neuropeptide Y receptor Y2. activation, % at 3.6 µM. AID 1359. cells expressing NPY-Y2, potentiator/agonist read-out. 220,000 tested, 0.45% active; in the data active = activation above about 27%;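 note: cells stimulated with NPY near EC25 plus isoproterenol at EC100; 0% = vehicle plus submaximal agonist and 100% = vehicle plus saturating agonist; some results beyond the cut were filed as inactive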
S1P4 antagonist = blocks the human S1P4 receptor. inhibition, % at 4.98 µM. S1P4-expressing cells, antagonist mode, reporter read-out. AID 1510. O95977. 220,000 tested, 0.26% active; in the data active = inhibition above about 29%;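 note: 0% = wells stimulated with agonist and 100% = vehicle wells without agonist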
Target sequence (O95977 whole entry, looked up): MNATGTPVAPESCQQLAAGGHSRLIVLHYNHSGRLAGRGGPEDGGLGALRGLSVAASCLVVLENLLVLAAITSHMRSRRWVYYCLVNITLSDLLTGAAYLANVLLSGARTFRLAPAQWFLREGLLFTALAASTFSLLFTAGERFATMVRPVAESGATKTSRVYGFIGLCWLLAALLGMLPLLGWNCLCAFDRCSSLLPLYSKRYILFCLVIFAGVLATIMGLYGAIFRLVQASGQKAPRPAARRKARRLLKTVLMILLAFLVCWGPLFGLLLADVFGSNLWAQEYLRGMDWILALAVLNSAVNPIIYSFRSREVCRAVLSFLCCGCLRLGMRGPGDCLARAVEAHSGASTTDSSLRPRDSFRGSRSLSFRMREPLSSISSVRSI
Runt-CBFb FRET = Runt domain-CBFb interaction inhibition; Q01196+Q13951; Cerulean-Runt/Venus-CBFb FRET ratio 530/480, 1 h; inhibition, % at 20 µM; 220,000 tested, 0.46% active;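 active = inhibition over about 50% at 20 µM in the single-dose screen, limit read from the data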;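 note: 0% = DMSO wells and 100% = excess unlabeled CBFb competitor control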
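Assay system: Cerulean-Runt domain / Medium: Tris 50 mM pH 7.5, KCl, K2SO4, 0.01% BSA / Timing: protein complex preformed 1 h, compound exposure 1 h, room temperature, dark / Measured by: FRET, excitation 422 nm, emission at 530 and 480 nm / Evaluation: loss of energy transfer signal / Control set: 5 µM unlabeled CBFb as full-inhibition high control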
BaF3 tox = parental Ba/F3 viability inhibition as JAK2V617F counter-screen. CellTiter-Glo ATP luminescence. inhibition, % at 5.6 µM. 220,000 tested, 1.1% active. AID 1486;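 active = inhibition above a per-campaign cutoff, the mean inhibition of all tested compounds plus 3 SD, cut at about 27% in these data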;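 note: 0% = DMSO wells and 100% = JAK Inhibitor I control wells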
Ba/F3 V617F tox = reduce viability of Ba/F3 cells dependent on JAK2V617F. AID 1446. 220,000 tested, 1.1% active. inhibition, % at 5.6 µM. Ba/F3 EpoR-JAK2V617F viability, ATP luminescence;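 active = inhibition above the campaign mean plus 3 SD over all tested compounds, cut at about 24% in these data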;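 note: cytokine-independent growth of Ba/F3 cells driven by EpoR plus mutant JAK2; 0% = DMSO-treated cells and 100% = JAK inhibitor I control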
S1P4 agonist = agonists of human S1P4 receptor. S1P4-expressing cell line, agonist reporter assay. activation, % at 4.98 µM. 220,000 tested, 0.35% active. AID 1509; in the data active = activation above about 11%;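 note: 0% = DMSO vehicle and 100% = reference agonist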
NPY Y1 blocker = antagonists of human neuropeptide Y receptor Y1; AID 1040; inhibition, % at 3.6 µM; HEK293-CNG Y1 cells, membrane potential fluorescence; NPY at EC95, then isoproterenol; 200,000 tested, 1% active;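 active = inhibition above the campaign mean inhibition of all tested compounds plus 3 SD, cut at about 20% in these data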;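 note: 0% = DMSO wells given NPY plus isoproterenol and 100% = isoproterenol alone without NPY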
Target sequence (P25929 whole entry, looked up): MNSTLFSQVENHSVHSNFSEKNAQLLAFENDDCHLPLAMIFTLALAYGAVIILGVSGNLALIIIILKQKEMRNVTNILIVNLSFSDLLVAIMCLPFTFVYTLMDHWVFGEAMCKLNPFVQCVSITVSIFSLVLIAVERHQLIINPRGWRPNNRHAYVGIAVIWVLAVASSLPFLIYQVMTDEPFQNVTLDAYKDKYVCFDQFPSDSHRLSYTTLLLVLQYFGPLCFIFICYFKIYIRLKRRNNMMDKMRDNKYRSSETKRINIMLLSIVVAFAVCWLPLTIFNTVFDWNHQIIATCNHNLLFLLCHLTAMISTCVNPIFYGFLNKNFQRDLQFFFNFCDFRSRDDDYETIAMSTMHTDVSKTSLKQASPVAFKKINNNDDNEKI
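Assay system: HEK293 Y1/CNG channel cell line; Doses: single compound dose of 3.6 µM, 0.4% DMSO; Timing: dye 3 h, compound 60 min room temperature, stimulation 45 min; Technique: Membrane-potential fluorescent dye readout; Measure: % inhibition of NPY effect.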
NPY-Y1 PAM-ag = potentiators or agonists of human neuropeptide Y receptor Y1 | NPY-Y1 expressing cells, potentiator/agonist activation | activation, % at 3.6 µM | 220,000 tested, 0.37% active; in the data active = activation above about 33%, passing the limit was not always enough;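 note: cells stimulated with NPY at EC10 then isoproterenol at EC100; 0% = low agonist plus stimulus and 100% = saturating agonist plus stimulus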
RBBP9 inh = inhibitors of human serine hydrolase RBBP9; O75884; recombinant RBBP9, FP-Rh probe fluorescence polarization; inhibition, % at 7.94 µM; 220,000 tested, 0.2% active; AID 1515;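 active = inhibition above the campaign mean of all tested compounds plus 3 SD, cut at about 14% in these data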;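 note: plate controls were DMSO wells with RBBP9 for no effect and wells lacking RBBP9 protein for full effect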
Target sequence (O75884 whole entry, looked up): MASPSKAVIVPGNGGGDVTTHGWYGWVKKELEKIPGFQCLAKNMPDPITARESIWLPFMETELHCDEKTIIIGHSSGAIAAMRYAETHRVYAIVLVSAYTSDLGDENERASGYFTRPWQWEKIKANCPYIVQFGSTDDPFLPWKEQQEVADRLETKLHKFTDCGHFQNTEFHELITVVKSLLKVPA
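Test system: recombinant human RBBP9; Timing: 30 min then 45 min, 25 °C; Detection: fluorescence polarization; Control set: RBBP9 with DMSO as uninhibited control, no-protein wells as full inhibition; Compound dosing: one concentration, 7.94 µM nominal, 0.794% DMSO; Probe or stimulus: FP-Rh activity-based probe, 375 nM before mixing.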
Numbers without * were called inactive; / = not tested or not shown.

Start of the data: the first 14 compounds as a preview:
SMILES	NPY2 pot ag	S1P4 antagonist	Runt-CBFb FRET	BaF3 tox	Ba/F3 V617F tox	S1P4 agonist	NPY Y1 blocker	NPY-Y1 PAM-ag	RBBP9 inh
N#Cc1ccc(/C=N/NC(=O)c2cccc(S(=O)(=O)N3CCOCC3)c2)cc1	2	-4	1	7	-2	-0.3	1	-7	7
CC(C)(C)n1nnnc1C(c1cccnc1)N1CCN(C2CCCCC2)CC1 (centres undefined)	-12	4	1	7	7	0.0	2	16	3
NC(=O)Cc1cn(-c2ncc(C(F)(F)F)cc2Cl)c2ccccc12	-2	8	-1	8	2	0.7	5	-6	4
Cc1cc(C(=O)NCc2cc(C(=O)O)co2)co1	2	1	2	6	-3	-1.9	9	9	-5
COc1ccccc1N1CCN(C(=O)CN(C)S(=O)(=O)c2cc(C)ccc2OC)CC1	7	-9	0	7	5	2.5	-1	13	-1
COc1ccc(/C=C2\SC(=O)N(CCNC(=O)CCS(=O)(=O)c3ccc(C)cc3)C2=O)cc1	4	2	-4	-1	0	-3.2	2	-20	-6
COc1ccc(C(=O)NCc2cc(C)nc3ccccc23)cc1OC	5	-2	-2	5	-5	0.8	4	-12	0
C=C(Cl)COc1ccc2c(CC)cc(=O)oc2c1	-21	-3	-2	11	6	-0.5	3	-4	-3
N#Cc1c(F)cccc1N1CCOCC1	21	-19	0	4	-2	1.5	-1	-3	-9
O=S(=O)(c1cccc2c(S(=O)(=O)N3CCCC3)cccc12)N1CCCC1	0	-15	-2	4	-1	-1.9	5	3	-2
O=[N+]([O-])c1c(NCCO)cc(Sc2nc3ccccc3s2)c2nonc12	-26	10	34	6	4	0.2	2	-15	17*
CC(C)CNC(=O)c1cccc(C(=O)NCC(C)C)c1	-6	-20	0	0	0	-0.4	-7	-19	-6
Cc1c(Cl)cccc1NC(=O)CSCc1cc(=O)[nH][nH]1	4	-14	-1	3	-1	-1.0	2	-9	4
CCCCCCOC(=O)Cc1c(C)nc(-c2ccccc2)[nH]c1=O	3	-45	0	3	-1	2.1	-4	6	-1

Results, from the first entry:
SMILES	NPY2 pot ag	S1P4 antagonist	Runt-CBFb FRET	BaF3 tox	Ba/F3 V617F tox	S1P4 agonist	NPY Y1 blocker	NPY-Y1 PAM-ag	RBBP9 inh
N#Cc1ccc(/C=N/NC(=O)c2cccc(S(=O)(=O)N3CCOCC3)c2)cc1	2	-4	1	7	-2	-0.3	1	-7	7
CC(C)(C)n1nnnc1C(c1cccnc1)N1CCN(C2CCCCC2)CC1 (centres undefined)	-12	4	1	7	7	0.0	2	16	3
NC(=O)Cc1cn(-c2ncc(C(F)(F)F)cc2Cl)c2ccccc12	-2	8	-1	8	2	0.7	5	-6	4
Cc1cc(C(=O)NCc2cc(C(=O)O)co2)co1	2	1	2	6	-3	-1.9	9	9	-5
COc1ccccc1N1CCN(C(=O)CN(C)S(=O)(=O)c2cc(C)ccc2OC)CC1	7	-9	0	7	5	2.5	-1	13	-1
COc1ccc(/C=C2\SC(=O)N(CCNC(=O)CCS(=O)(=O)c3ccc(C)cc3)C2=O)cc1	4	2	-4	-1	0	-3.2	2	-20	-6
COc1ccc(C(=O)NCc2cc(C)nc3ccccc23)cc1OC	5	-2	-2	5	-5	0.8	4	-12	0
C=C(Cl)COc1ccc2c(CC)cc(=O)oc2c1	-21	-3	-2	11	6	-0.5	3	-4	-3
N#Cc1c(F)cccc1N1CCOCC1	21	-19	0	4	-2	1.5	-1	-3	-9
O=S(=O)(c1cccc2c(S(=O)(=O)N3CCCC3)cccc12)N1CCCC1	0	-15	-2	4	-1	-1.9	5	3	-2
O=[N+]([O-])c1c(NCCO)cc(Sc2nc3ccccc3s2)c2nonc12	-26	10	34	6	4	0.2	2	-15	17*
CC(C)CNC(=O)c1cccc(C(=O)NCC(C)C)c1	-6	-20	0	0	0	-0.4	-7	-19	-6
Cc1c(Cl)cccc1NC(=O)CSCc1cc(=O)[nH][nH]1	4	-14	-1	3	-1	-1.0	2	-9	4
CCCCCCOC(=O)Cc1c(C)nc(-c2ccccc2)[nH]c1=O	3	-45	0	3	-1	2.1	-4	6	-1
CCOc1ncccc1C(=O)OCc1ccc(C(=O)OC)o1	10	13	-2	1	-3	-0.9	2	-3	-7
FC(F)Oc1ccc(/C=N/c2c(-c3ccc(OC(F)F)cc3)nc3n2CCS3)cc1	-8	-20	-6	3	1	0.6	-2	-6	-1
Cn1c(=O)c2c(nc(CN3CCOCC3)n2CCCc2ccccc2)n(C)c1=O	-4	1	-1	2	-3	1.6	0	-19	-1
N#Cc1ccccc1Sc1ccccc1C(=O)Nc1ccc(Br)cc1	-5	4	0	6	0	-1.2	0	10	-15
O=P(O)(COc1ccccc1)COc1ccccc1	0	0	-2	3	0	2.0	4	-10	-7
COC(=O)c1ccc(CSc2nc3c(c(=O)n2-c2ccc(F)cc2)SCC3)o1	-8	6	-4	3	0	-0.3	21*	3	-10
CCOC(=O)COc1ccc2c(c1)C(=O)CC1(CCCCC1)O2	2	-14	1	2	-8	2.2	7	6	-12
C/C(Cn1cnc([N+](=O)[O-])n1)=N/NC(=O)COc1c(Cl)cc(Cl)cc1Cl	-5	2	1	2	-2	-0.5	-1	5	-12
Cc1ccccc1N=C1SC(CC(=O)Nc2ccc3ccccc3c2)C(=O)N1Cc1ccccn1 (centres undefined)	9	-21	-4	3	-3	1.3	3	21	-28
COC(=O)c1sccc1Oc1ccc(F)cc1[N+](=O)[O-]	7	-17	2	4	1	0.5	6	-2	-8
C=CCn1c(SCC(=O)c2ccc(Br)cc2)nnc1C(CC(C)C)NC(=O)c1cccs1 (centres undefined)	16	-5	2	5	-1	1.6	-2	14	2
CCCCOC(=O)CSc1n[nH]c(=O)[nH]c1=O	-4	-10	2	0	-4	1.8	-2	14	2
O=C(NCCCN1CCOCC1)C(=O)N/N=C/c1cccc2ccccc12	-6	11	3	-1	0	0.1	/	-10	-5
CN(C)/C=C/C(=O)c1cnc(-c2cccc(Cl)c2)s1	5	-9	-2	7	3	-0.7	-5	-10	-14
O=C(CCN1C(=O)c2ccccc2S1(=O)=O)Nc1nc2c(s1)CCCC2	-17	-1	0	2	-3	1.1	0	-15	-4
COc1ccc2c(c1)C=C(CN1CCN(C3CCCC3)C(CCO)C1)CO2 (centres undefined)	-9	-4	0	3	0	0.7	9	-7	-9
COc1ccc2cc(C(=O)NCCO)sc(=O)c2c1OC	8	12	-2	4	-4	0.3	-1	-13	2
CCOc1c2ccc(C(=O)NCc3cc(C(F)(F)F)cc(C(F)(F)F)c3)cc2nn1CCOC	2	6	/	0	2	-0.9	0	15	-12
COc1ccccc1N1CCN(C(=O)c2n[nH]c3ccccc23)CC1	2	-4	0	8	3	1.6	7	-3	-8
C=CCOc1c(Br)cc(CNc2ccc(NC(=O)CCC)cc2)cc1OCC	13	6	-2	6	-3	1.0	-1	37	-1
CCSc1ccc(C(=O)Nc2ccc(Br)cn2)cc1[N+](=O)[O-]	-3	10	3	-1	-3	-0.6	5	4	-5
Oc1c(C(c2cccs2)N2CCOCC2)sc2ncnn12 (centres undefined)	4	-10	1	6	-2	-0.1	4	8	-4
Cc1ccc(NC(=O)Nc2ccc([N+](=O)[O-])cc2)nc1	-14	-6	0	10	4	-0.6	1	0	-9
Cc1ccc(CN2CCN(CC(=O)N/N=C/c3c[nH]c4ccccc34)CC2)cc1	4	-2	1	5	-3	3.0	8	-6	-4
O=C(c1cc(-c2ccc(Cl)cc2)n(-c2cc(Cl)ccc2Cl)n1)N1CCOCC1	-1	-10	-1	-2	-6	2.0	-1	12	-2
O=S(=O)(c1ccc2c(c1)OCCO2)N1CCN(Cc2ccccc2)CC1	-20	-6	-2	10	7	1.4	3	-38	-4
O=S(=O)(Nc1ccccn1)c1ccc(C2CCCCC2)cc1	8	-22	-2	6	4	-0.7	-8	4	5
CCCC(C)NC(=O)c1ccc(F)cc1 (centres undefined)	-9	-4	1	6	7	-2.5	3	-19	1
CCN(CC)c1ncn(Cc2c(Cl)cccc2Cl)c2ncnc1-2	-23	-5	/	7	3	-4.3	18	-7	-6
O=C(O)CCC(=O)c1ccc2c(c1)OCCO2	-26	-12	1	1	2	1.2	29*	-39	-7
O=C(NNS(=O)(=O)c1ccc(F)cc1)c1cnn(-c2ccccc2)c1C(F)(F)F	-14	-11	2	-2	4	0.2	/	-11	-3
CCCSc1nsc(NC(=O)c2cccnc2OCC)n1	-8	-8	-5	-1	-2	-1.4	8	-14	-5
Cc1ccc(NC(=O)/C(CN(C)C)=N\O)cc1	4	8	0	1	-4	0.6	5	-2	-4
CC1Cn2c(nnc2-c2cccc(Cl)c2)S1 (centres undefined)	2	3	-4	0	-3	0.4	-3	-4	-3
Cc1cc(C)nc(Nc2cc([N+](=O)[O-])ccc2C)n1	-18	-2	2	6	5	-0.4	3	0	5
O=C(O)CCN1C(=O)C(=C2CCCCCC2)SC1=S	-13	3	3	2	-1	0.5	4	-19	-2
CCOC(=O)C(O)(C1C(=O)CC(C)(C)CC1=O)C(F)(F)F (centres undefined)	10	8	0	-1	-5	0.2	6	-7	-3
COC(=O)c1ccc(NC(=O)NC2CCCCC2)cc1	-16	-3	-1	1	-1	0.0	2	-4	-5
Cc1sc2nc(C(C)C)nc(SCC(=O)NCc3ccco3)c2c1C	-16	10	2	9	4	-3.9	2	-24	-12
COC(=O)c1cc(NC(=O)c2cc(C(C)(C)C)nn2Cc2cccc(C)c2)ccc1N1CCOCC1	9	2	-4	1	0	-0.9	/	-13	-5
CCN(CC)CCOC(=O)c1c(C)oc2ccc(OC)cc12	-59	4	-2	3	-4	-1.6	19	-8	3
Cc1ccc(S(=O)(=O)NC(C)C(=O)Nc2ccc(C(N)=O)cc2)cc1 (centres undefined)	0	-12	0	-2	-5	0.3	1	-9	-7
CC1=CC(c2ccccc2)n2nnnc2N1 (centres undefined)	-4	-18	1	2	-1	1.4	/	-14	-7
CC(C)NS(=O)(=O)c1ccc(Oc2ncc(C(F)(F)F)cc2Cl)cc1	-14	-9	-2	8	0	1.2	-3	-2	7
C#CCn1cc(/C=N/NC(=O)c2cc3ccccc3o2)c2ccccc21	-5	-18	-2	3	-2	2.4	-3	-31	-7
O=C(C[n+]1ccc(/C=C/c2ccccc2)cc1)c1ccc2c(c1)OCCO2	1	-13	1	-1	1	0.4	/	-12	-3
